JMJD2C inh = inhibitors of GASC-1 histone demethylase, primary screen, biochemical, fluorescence, DELFIA europium. Lysine-specific demethylase 4C (Homo sapiens), Q9H3R0. GST-JMJD2C(1-420) H3K9me3 demethylation. inhibition, % at 2.35 µM. actives 0.069% (n = 330,000). AID 2099, 2009;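 active = more than half of a compound's replicate wells show inhibition beyond 50%, single wells judged on their own value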;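 note: signal counts dimethyl H3K9 product captured on neutravidin plate; 0% = median of DMSO wells and 100% = 0.3 times that DMSO median; strong numbers were not always called active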
PREPL inhibitor = PREPL enzyme inhibitors, primary screen, biochemical, fluorescence polarization; AID 2751, 2010; actives 0.68% (n = 320,000); recombinant PREPL, fluorescence polarization activity-based probe; Prolyl endopeptidase-like (Homo sapiens), Q4J6C6; inhibition, % at 5.96 µM; in the data active = inhibition above about 43%;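 note: 0% = enzyme with DMSO and 100% = wells lacking enzyme; many of its hits are not listed in these tables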
HCV core dimer = inhibitors of HCV core protein dimerization, primary screen, biochemical, TR-FRET, high-throughput; TR-FRET GST/Flag-core106 dimerization, 1536-well; inhibition, % at 5 µM; actives 0.33% (n = 300,000); AID 1899, 2009;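 active = inhibition above the mean of all tested compounds plus 3 SD, set per screening campaign, cut at about 45% in these data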
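System: GST-tagged and Flag-tagged HCV core protein residues 1-106 / Input: core106 proteins, GST 13.5 nM and Flag 17 nM / Buffer or medium: KF-containing HEPES buffer, pH 7.45, DTT, CHAPS, BSA / Probe or stimulus: Eu-anti-GST and XL665-anti-Flag labelled anti-tag antibodies / Schedule: 4 h, 22.5 °C incubation / Technique: TR-FRET 671 and 617 nm emission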
Efflux pump mplx = inhibitors of Candida efflux pumps in yeast, primary screen, S. cerevisiae, Nile Red, multiplex; S. cerevisiae Candida pump triplex; inhibition, % at 10 µM; actives 0.44% (n = 330,000); AID 485275, 2010;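 active = plate passing quality check with inhibition over a set limit, or well fluorescence over plate mean plus 4 SD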;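 note: Nile Red retained in pooled yeast measured as flow cytometry median fluorescence; 0% = buffer negative control and 100% = Enniatin B positive control; higher means more Nile Red kept so more efflux inhibition; some compounds called inactive have numbers as strong as hits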
PP5 primary = PP5 phosphatase inhibitors, primary screen, biochemical, fluorescence. Serine/threonine-protein phosphatase 5 (Homo sapiens), P53041. purified PP5c, OMFP substrate fluorescence. inhibition, % at 6.7 µM. actives 0.18% (n = 320,000). AID 1987, 2009;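 active = inhibition above the campaign's mean inhibition across all tested compounds plus 3 SD, cut at about 9.5% in these data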;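 note: 0% = DMSO only and 100% = 100 µM cantharidin control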
Target sequence (P53041 whole entry, looked up): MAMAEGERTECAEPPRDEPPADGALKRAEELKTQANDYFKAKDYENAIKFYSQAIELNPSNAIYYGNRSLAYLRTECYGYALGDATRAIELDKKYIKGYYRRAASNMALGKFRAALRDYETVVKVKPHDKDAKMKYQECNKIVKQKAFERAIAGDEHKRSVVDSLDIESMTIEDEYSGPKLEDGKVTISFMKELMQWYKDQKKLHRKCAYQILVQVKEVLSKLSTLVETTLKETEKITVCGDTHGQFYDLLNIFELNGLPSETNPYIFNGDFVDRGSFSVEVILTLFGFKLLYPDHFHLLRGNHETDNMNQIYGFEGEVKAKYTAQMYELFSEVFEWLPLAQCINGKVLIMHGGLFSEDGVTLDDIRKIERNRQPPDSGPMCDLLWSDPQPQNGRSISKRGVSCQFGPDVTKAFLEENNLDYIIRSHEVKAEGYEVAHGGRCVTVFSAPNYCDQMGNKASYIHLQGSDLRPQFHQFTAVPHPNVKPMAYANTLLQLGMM
LYPLA2 counter = LYPLA2 inhibitors, primary screen, counter-screen for PME1 inhibitor project, biochemical, fluorescence polarization, FP-Rh probe ABPP | Acyl-protein thioesterase 2 (Homo sapiens), O95372 | recombinant LYPLA2 | inhibition, % at 5.9 µM | actives 0.38% (n = 320,000) | AID 2177, 2009;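 active = inhibition above the screen-wide mean plus 3 SD, limit set per campaign, cut at about 26% in these data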;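 note: 0% = LYPLA2 with DMSO and 100% = wells lacking LYPLA2 enzyme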
TPT1 inh = Candida albicans TPT1 enzyme inhibitors, primary screen, biochemical, fluorescence polarization; tRNA 2'-phosphotransferase TPT1 (Candida albicans SC5314); recombinant caTPT1, FP RNA substrate dephosphorylation; inhibition, % at 5 µM; actives 0.81% (n = 300,000);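 active = inhibition above the mean of all tested compounds plus 3 SD, set per screening campaign, cut at about 24% in these data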;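 note: plate controls were DMSO alone for no effect and ferristatin control at 100 nM for full effect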
PP1 counter = PP1-alpha phosphatase inhibitors, primary screen, counter-screen for PP5 inhibitor project, biochemical, fluorescence, OMFP substrate, single point. purified PP1alpha. inhibition, % at 6.7 µM. actives 0.9% (n = 320,000). AID 2235, 2010;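 active = inhibition above the mean inhibition of all tested compounds plus 3 SD, computed separately for each screening campaign, cut at about 15% in these data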
Target sequence (P62136 whole entry, looked up): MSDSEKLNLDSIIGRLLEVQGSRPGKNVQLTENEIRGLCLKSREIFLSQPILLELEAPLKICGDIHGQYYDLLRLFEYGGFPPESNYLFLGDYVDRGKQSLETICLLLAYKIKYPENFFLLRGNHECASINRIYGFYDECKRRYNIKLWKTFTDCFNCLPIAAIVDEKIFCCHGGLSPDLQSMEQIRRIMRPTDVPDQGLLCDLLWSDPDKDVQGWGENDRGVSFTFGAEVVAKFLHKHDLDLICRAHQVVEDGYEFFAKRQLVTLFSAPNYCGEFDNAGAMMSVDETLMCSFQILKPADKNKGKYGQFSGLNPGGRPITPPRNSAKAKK
Fh CTSL1 inh = Fasciola hepatica cathepsin L1 inhibitors, primary screen, counter-screen for PFM18AAP inhibitor project, biochemical, QFRET, fluorogenic peptide substrate; recombinant F. hepatica cathepsin L1, Z-Leu-Arg-MCA fluorescence; inhibition, % at 5.96 µM; actives 0.49% (n = 300,000); AID 1906, 2009;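 active = inhibition above the mean of all tested compounds plus 3 SD, set per screening campaign, cut at about 17% in these data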;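 note: 0% = plate median of test compound wells and 100% = 1 µM Z-Phe-Ala-diazomethylketone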
* marks the source's active call; other numbers are inactive results; i = inactive; / = not tested or not shown. The list is partial; count on the stated rates, not on these rows.

#	mol	JMJD2C inh	PREPL inhibitor	HCV core dimer	Efflux pump mplx	PP5 primary
1	COCCn1c(=O)[nH]c(=O)c2c(C(F)(F)F)cc(-c3cccs3)nc21	0	3	-1	-0.1	0.4
2	CC(C)(C)c1ccc(C(=O)NCC(=O)OCC(=O)Nc2ccc3c(c2)OCCO3)cc1	-1	10	-9	0.4	4.5
3	CC(=O)Nc1ccc(S(=O)(=O)Nn2cnnc2)cc1	-6	9	-5	0.0	3.1
4	CCOc1ccc(NC(=O)CN(C)C(=O)CCCOc2ccc(Br)cc2)cc1OCC	16	18	0	0.0	1.5
5	O=C(COC(=O)C1CCN(S(=O)(=O)c2cccc3cccnc23)CC1)c1ccc([N+](=O)[O-])cc1	-5	12	13	-0.1	3.9
6	CCC(=O)N1CCc2cc(Br)cc(S(=O)(=O)CCC(=O)N(CC)CC)c21	-9	-5	2	-0.2	-2.8
7	N#CCCN(Cc1cccnc1)C(=S)NC(=O)C1CC1	18	-1	-1	0.2	-2.2
8	COc1ccc(/C=C/C(=O)c2cc(Cl)ccc2O)c(OC)c1	-2	36	4	0.0	-0.7

#	LYPLA2 counter	TPT1 inh	PP1 counter	Fh CTSL1 inh
1	-1	5	0	-2
2	5	2	11	-7
3	3	-4	-1	1
4	6	0	3	3
5	12	-1	1	5
6	-2	-1	-2	-6
7	-3	2	1	-5
8	0	2	4	-1

Additional compounds follow:
#	mol	JMJD2C inh	PREPL inhibitor	HCV core dimer	Efflux pump mplx	PP5 primary
9	Cc1ccc(CNC(=O)C2CC(=O)OC23CCCC3)c(C)c1 (stereo not given)	-1	6	3	0.1	2.1
10	CCOc1ccc(N2C(=O)C3Sc4[nH]c(=O)sc4C(/C=C/c4ccccc4)C3C2=O)cc1 (stereo not given)	11	5	33	0.0	0.9
11	O=C(CC(NC(=O)c1ccccc1Cl)c1ccccc1)NCCc1ccc(Cl)cc1 (stereo not given)	6	-7	14	-0.5	-2.1
12	CCOC(=O)N1CCN(C(=O)CSc2nc3ccccc3c(=O)n2-c2ccccc2)CC1	2	21	3	-0.1	-0.1
13	CC1=C(C(=O)Nc2ccccc2)C(c2coc3ccccc3c2=O)C2=C(CCCC2=O)N1 (stereo not given)	3	2	-4	-0.3	1.8
14	COCCn1c(SCC(=O)N2CCOCC2)nnc1-c1ccco1	5	-1	-2	-0.3	2.0
15	O=C(O)c1cccc(Cn2c(Cl)c(/C=N/NC(=O)c3ccccc3O)sc2=O)c1	3	7	2	0.0	0.9
16	O=C(Nc1cccc(C(=O)N2CCOCC2)c1)NC1CCCCC1	1	-12	-2	-0.3	-2.0

#	LYPLA2 counter	TPT1 inh	PP1 counter	Fh CTSL1 inh
9	5	1	3	-1
10	-1	51*	8	-1
11	-4	5	19*	-3
12	7	-2	-2	4
13	-6	-2	-1	0
14	3	-3	-4	-2
15	3	4	11	7
16	-1	-3	0	-4

Following part
#	mol	JMJD2C inh	PREPL inhibitor	HCV core dimer	Efflux pump mplx	PP5 primary
17	Cc1ccccc1N(CC(=O)NC1CCCC1)C(=O)C1(C)CC(=O)N=C2C=CC(Cl)=CN21 (stereo not given)	1	13	-15	-0.2	1.1
18	COc1cc2c(cc1O)CCN(C(=O)c1ccco1)C2C (stereo not given)	4	8	2	1.2*	3.2
19	CCCC1C2C(=O)N(c3ccccc3)C(=O)C2ON1c1ccccc1 (stereo not given)	19	-8	0	-0.2	4.6
20	Cc1ccc(C)c(S(=O)(=O)Nc2ccc3sc(C)nc3c2)c1	-3	8	-4	0.1	2.5
21	Cc1ccc(CN2CCN(Cc3cccn3-c3nccs3)CC2CCO)cc1 (stereo not given)	0	4	6	0.4	1.0
22	O=C(O)c1ccccc1N(Cc1ccccc1)C(=O)COc1ccccc1	-15	-3	2	0.0	0.0
23	COc1ccccc1NC(=O)N1CCCC(CNC(=O)c2ccccc2Cl)C1 (stereo not given)	33	10	-1	0.2	0.7
24	Cc1[nH]nc(-c2ccc(OCc3cnn(-c4ccccc4)c3)cc2O)c1Oc1ccc(F)cc1	-14	5	3	0.0	1.6

#	LYPLA2 counter	TPT1 inh	PP1 counter	Fh CTSL1 inh
17	6	-3	2	3
18	2	1	0	-7
19	2	-5	-1	3
20	-6	1	7	1
21	1	3	-1	1
22	2	-2	-3	2
23	3	2	-3	0
24	-31	1	2	-1

Further compounds follow:
#	mol	JMJD2C inh	PREPL inhibitor	HCV core dimer	Efflux pump mplx	PP5 primary
25	COC(CNC(=O)Cc1c(C)nc2c(-c3ccccc3)c(C)nn2c1C)OC	0	6	-4	0.1	-0.8
26	Cc1noc(/C=C/N(C)C)c1S(=O)(=O)N1CCCC(C(=O)NCCC2=CCCCC2)C1 (stereo not given)	-8	23	8	0.0	0.3
27	CCCN1CCc2[nH]c(=S)[nH]c(=O)c2C1	-4	3	-11	0.0	-1.6
28	CCc1nn(C(C)C(=O)NC2CCCCCC2)c(=O)c2cc3occc3n12 (stereo not given)	2	-4	6	-0.1	2.0
29	CCOC(=O)C1=C(CSc2nccn2C)NC(=O)NC1c1ccc2c(c1)OCO2 (stereo not given)	-5	6	1	0.0	1.8
30	Cc1nnc(SCC(=O)c2cc(C)n(-c3c(C)n(C)n(-c4ccccc4)c3=O)c2C)s1	0	1	-1	0.1	-1.1
31	COc1ccccc1CNC(=O)Cn1nc(C(F)(F)F)cc1C	18	2	/	-0.1	-0.6
32	Cc1nnc(SCC(=O)Nc2sc3c(c2C(N)=O)CCC(C)C3)[nH]c1=O (stereo not given)	/	11	/	-0.2	2.0

#	LYPLA2 counter	TPT1 inh	PP1 counter	Fh CTSL1 inh
25	2	2	-4	1
26	-1	12	2	5
27	5	-3	0	1
28	0	0	1	-2
29	7	-4	3	0
30	-7	3	-5	5
31	4	/	-1	/
32	-2	/	-3	/

(cont.)
#	mol	JMJD2C inh	PREPL inhibitor	HCV core dimer	Efflux pump mplx	PP5 primary
33	O=C(NCCCNC(=O)c1ccco1)c1ccc(F)cc1	12	-7	-8	0.0	1.2
34	Cc1ccc(SCCC(=O)Nc2cc(C)on2)cc1	5	-9	-5	-0.1	-1.0
35	COc1ccc(OC)c(S(=O)(=O)N2CCCC(C)C2)c1 (stereo not given)	-11	5	1	0.0	-1.6
36	COC(C(=O)N1CCC(n2nccc2NC(=O)C2CC2)CC1)c1ccccc1 (stereo not given)	3	6	13	0.0	1.6
37	CS(=O)(=O)N(CC(=O)N1CCN(Cc2ccccc2)CC1)c1ccccc1Br	1	1	-3	0.2	-0.8
38	CCOC(=O)C1CCN(C(C(=O)NC2CCCC2)c2ccc(C)cc2)CC1 (stereo not given)	16	14	-2	0.0	-1.7
39	CCOC(=O)c1c(C)c2c(n1C)CCC/C2=N\O	1	-1	0	0.0	1.1
40	COC(=O)c1ccc(COn2nnc3ccccc32)cc1	14	-14	3	-0.1	0.9

#	LYPLA2 counter	TPT1 inh	PP1 counter	Fh CTSL1 inh
33	-2	0	0	-2
34	-6	-2	3	0
35	5	-1	-4	0
36	8	-2	-5	-5
37	2	2	-3	-3
38	3	-3	1	-4
39	3	-4	0	-2
40	-2	-3	-3	-3

The listing continues.
#	mol	JMJD2C inh	PREPL inhibitor	HCV core dimer	Efflux pump mplx	PP5 primary
41	COc1ccc(NC(=O)C(NC(=O)c2ccc(=O)[nH]c2)c2ccccc2)cc1 (stereo not given)	12	7	-2	0.1	-0.8
42	Cc1ccc(NC(=O)CCC(=O)NNC(=O)COc2ccccc2)cc1C	2	12	-6	0.3	0.2
43	COCCn1c(SCC(=O)Nc2ccc(S(=O)(=O)N(C)C)cc2)nc2ccccc21	4	-3	-3	-0.3	-0.9
44	Cc1occc1-c1nnc(SCC(=O)NC(=O)NC(C)C)n1N	-17	0	-10	0.1	1.1
45	N#Cc1ccc(S(=O)(=O)N2CCN(Cc3cccs3)CC2)cc1	-5	5	/	-0.1	2.1
46	COc1cc(C(=O)NCC(c2ccco2)N2CCc3ccccc32)cc(OC)c1OC (stereo not given)	-10	4	-1	0.4	0.6
47	COc1ccc(C(C)=O)cc1CN1C(=O)NC2(CCCC2)C1=O	-4	3	-5	-0.1	0.5
48	CC1CCN(C(=O)c2ccc([N+](=O)[O-])o2)CC1	i	-9	0	0.2	0.3
49	O=C(Nc1cc(F)cc(F)c1)c1sc(Cl)nc1-c1ccccc1	-5	-4	-56	0.1	-1.5

#	LYPLA2 counter	TPT1 inh	PP1 counter	Fh CTSL1 inh
41	-6	2	-3	2
42	-6	-2	-4	-11
43	9	-2	-4	-3
44	12	0	1	0
45	6	/	-1	/
46	0	1	1	-19
47	3	0	2	3
48	-5	2	2	1
49	-8	2	-1	6

Four entries drawn at random from the list so far:
#	mol	JMJD2C inh	PREPL inhibitor	HCV core dimer	Efflux pump mplx	PP5 primary
20	Cc1ccc(C)c(S(=O)(=O)Nc2ccc3sc(C)nc3c2)c1	-3	8	-4	0.1	2.5
21	Cc1ccc(CN2CCN(Cc3cccn3-c3nccs3)CC2CCO)cc1 (stereo not given)	0	4	6	0.4	1.0
17	Cc1ccccc1N(CC(=O)NC1CCCC1)C(=O)C1(C)CC(=O)N=C2C=CC(Cl)=CN21 (stereo not given)	1	13	-15	-0.2	1.1
34	Cc1ccc(SCCC(=O)Nc2cc(C)on2)cc1	5	-9	-5	-0.1	-1.0

#	LYPLA2 counter	TPT1 inh	PP1 counter	Fh CTSL1 inh
20	-6	1	7	1
21	1	3	-1	1
17	6	-3	2	3
34	-6	-2	3	0
